K1F lysis inhibition: inhibition of K1F phage lysis, E. coli UTI89, bacterial capsule biogenesis inhibitors, alamar blue (AID 488966); E. coli UTI89 K1F phage lysis, alamar blue, 2 h; higher % means a stronger effect; one-dose inhibition, % at 100 µM; IC50 in µM for titrated hits; 340,000 tested, 0.02% active;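 active = phage lysis inhibition, versus mean bacterial control, above a set limit; inconclusive = no clear call, values can overlap the other calls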;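 also: capsule biogenesis inhibitors block K1F phage lysis so surviving cells raise fluorescence; higher fluorescence means more inhibition of phage lysis; actives were called in the ten point dose series up to 300 µM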
WT yeast gro inh: growth inhibition of WT yeast, mitochondrial fusion screen. mitochondrial fusion phenotypic screen, WT strain. inhibition, % at 10 µM. 190,000 tested, 2.1% active. AID 1362; in the data active = inhibition above about 58%; tested in S. cerevisiae
West Nile antiviral: West Nile virus antiviral activity, cell-based, CPE readout (AID 1621); West Nile virus-infected cells, CPE inhibition; higher % means a stronger effect; one-dose CPE inhibition, % at 10 µM; IC50 in µM for titrated hits; 290,000 tested, 0.02% active; in the data active = a potency from the dose series; inconclusive = CPE inhibition mostly from about 3.7% at the one dose, without a potency; inactive = the rest, 99 in 100 with CPE inhibition below about 2.2%; also: strong numbers were not always called active
XIAP displacement: XIAP antagonists, biochemical, IAP family, fluorescence polarization (AID 1018); XIAP BIR domain, fluorescence polarization peptide displacement; higher % means a stronger effect; one-dose displacement, % at 20 µM; IC50 in µM for titrated hits; 200,000 tested, 0.007% active; in the data active = displacement above about 50%; also: a part of the inactive calls stands beside numbers as strong as those of hits
Yfh1-off respiration: enhancers of respiration in Yfh1-depleted yeast, dose response, Friedreich's ataxia, plus single-dose screen (AID 1465) | S. cerevisiae Yfh1-off respiration, WST-1 reduction, 72 h; higher fold induction means a stronger effect | one-dose fold induction at 50 µM; EC50 in µM for titrated hits | 220,000 tested, 0.074% active;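 active = fold induction of absorbance versus untreated yeast above a set limit, then at least 30% activation at any dose in follow-up; inconclusive = repeats straddling the limit, or above it without dose testing; inactive = fold induction below the set limit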;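 also: activators that raise dye reduction in frataxin-depleted yeast; strong numbers were not always called active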
Large T inhibition: TAg ATPase/helicase activity blockers – biochemical (AID 1903). SV40 large T antigen ATPase/helicase inhibition assay; higher % means a stronger effect. 310,000 tested, 0.39% active. inhibition, % at 20 µM; hits with a dose series show IC50 in µM; in the data active = a potency from the dose series; inconclusive = inhibition mostly from about 32% at the one dose, without a potency; inactive = the rest, 99 in 100 with inhibition below about 32%; also: strong numbers were not always called active
RSV antiviral HEp-2: RSV antiviral activity via CPE protection, HEp-2 cells, primary 10 µM value included (AID 2391) | HEp-2 cells, RSV-induced CPE inhibition; higher % means a stronger effect | 310,000 tested, 0.13% active | one-dose CPE inhibition, % at 10 µM; IC50 in µM for titrated hits; in the data active = a potency from the dose series; inconclusive = CPE inhibition mostly from about 23% at the one dose, without a potency; inactive = the rest, 99 in 100 with CPE inhibition below about 21%; also: strong numbers were not always called active
NS5 inhibitors: Dengue-2 NS5 methyltransferase inhibitors, primary screen, biochemical, confirmation dose response (AID 588689); Dengue-2 NS5 methyltransferase capping enzyme assay, biochemical; higher % means a stronger effect; one-dose inhibition, % at 25 µM; IC50 in µM for titrated hits; 340,000 tested, 0.3% active; in the data active = a potency from the dose series; inconclusive = inhibition above about 29% without an active follow-up result
CSM14.1 death rescue: rescue of cells from ER stress-induced death, primary screen, 384-well, CSM14.1, thapsigargin, ATP luminescence (AID 1222). CSM14.1 thapsigargin-induced death rescue, ATP luminescence; higher % means a stronger effect. cellular ATP content (survival), % at 20 µM; hits with a dose series show EC50 in µM. 190,000 tested, under 10 active;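 active = EC50 below 50 µM in the dose-response confirmation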;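 also: death triggered by thapsigargin at about 15 µM added after 2 h compound pretreatment; cell ATP read after overnight thapsigargin exposure of roughly 18 to 22 hours; normalized against plate controls of thapsigargin alone and 5% DMSO vehicle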
WT yeast gro inh mutant strain: further read-out of WT yeast gro inh, marked with its call; inhibition, %; mitochondrial fusion phenotypic screen, mutant strain inhibition
NS5 inhibitors pilot replicate: recorded beside NS5 inhibitors, whose call it bears; inhibition, %; measured here: pilot screen replicate inhibition
Numbers without * were called inactive; i = inactive; ? = inconclusive; · = no result given; [ ] = another dose, or the depositor's remark.

SMILES	K1F lysis inhibition	WT yeast gro inh	WT yeast gro inh mutant strain	West Nile antiviral	XIAP displacement	Yfh1-off respiration	Large T inhibition	RSV antiviral HEp-2	NS5 inhibitors	CSM14.1 death rescue	others
COC(=O)C1=C(C)NC(=O)NC1c1ccco1 (stereo not drawn)	-0.1%	4	7	0.0%	-2.9%	i	8%	-0.8%	-1%	-1.8%
COc1cc(C(F)(F)F)c(C(=O)N(C)c2ccc(Cl)cc2)cn1	-0.7%	·	·	-1.6%	·	i	5%	19%	6%	·
Cc1csc(NC(=O)C2CCCO2)n1 (stereo not drawn)	1.0%	1	-2	0.5%	-4.1%	i	3%	2.7%	1%	·
COCCN(Cc1cc2cc(C)ccc2n2nnnc12)C(=S)Nc1ccc(C)cc1	0.1%	-89	-6	-0.9%	-1.7%	i	4%	1.4%	8%	2.7%
COCCNC(=S)N1CCC(NC(=O)c2ccco2)CC1	0.3%	-2	-6	-1.1%	-1.9%	i	·	2.2%	-1%	4.4%
CCc1nnc(NC(=O)c2ccc(S(=O)(=O)N3CCN(Cc4ccccc4)CC3)cc2)s1	0.0%[50 µM]	5	-7	0.1%	-5.7%	i	11%	0.0%	1%	-1.1%
Cc1ccccc1C(=O)c1cccn1CC(=O)NCc1ccc(F)cc1	0.1%	·	·	-0.4%	·	·	11%	1.9%	-19%	·
Cc1cc(C)cc(N(C(=O)c2cc3ccccc3oc2=O)C2C=CS(=O)(=O)C2)c1 (stereo not drawn)	6.1%	6	15	-0.8%	-9.3%	i	-2%	3.2%	-4%	-3.4%
CCCCNC(=O)C(=O)N/N=C/c1cccc(Br)c1	-0.1%	-10	7	-0.3%	-3.8%	i	2%	1.3%	-8%	-1.6%
COCCn1c(=O)sc2ccccc2c1=O	-0.1%	-17	-2	0.5%	-3.3%	i	9%	1.5%	-4%	0.5%
CC(C)N(C(=O)Cn1cc(S(=O)(=O)CC(=O)NCc2ccc(F)cc2)c2ccccc21)C(C)C	0.6%[50 µM]	·	·	-1.3%	·	·	7%	0.6%	1%	·
COc1cccc(N2C(=O)N(c3ccccc3)C3CS(=O)(=O)CC32)c1 (stereo not drawn)	-0.8%	-13	-5	0.1%	-2.8%	i	6%	-0.3%	-3%	-1.8%
O=C(Nc1ncc(Cc2ccc(Cl)cc2Cl)s1)c1ccc([N+](=O)[O-])cc1	0.9%[50 µM]	8	8	-0.9%	2.7%	i	2%	4.8%	-3%	0.8%
CC(C)(C)OC(=O)N/N=C/c1cccc([N+](=O)[O-])c1	-0.1%	-2	-4	0.6%	-9.2%	i	6%	1.4%	2%	-3.2%
CCN(C(=O)COC(=O)/C=C/c1cnc2ccccc2n1)c1ccccc1	0.1%	-9	3	0.2%	-9.7%	i	4%	0.7%	-1%	0.3%
CCCCOc1ccc(NC2=NC3(CCCCC3)N=C(N)N2)cc1	2.6%	-8	-12	0.5%	-8.7%	i	0%	-2.0%	-12%	-2.6%
O=C(C1CC1)N1CCN=C1SCc1ccc(Cl)cc1	1.7%	22	20	·	2.8%	·	12%	2.3%	2%	0.8%
COc1cc(O)c(C(CC(=O)N2CCOCC2)c2ccc3c(c2)OCO3)c(OC)c1 (stereo not drawn)	0.8%	·	·	-0.1%	·	i	6%	-1.6%	-5%	·
COc1ccccc1N1CCN(C(=O)Cn2nc(C(F)(F)F)c3c2CCC3)CC1	0.2%	1	-14	0.1%	-4.2%	i	3%	-0.1%	-4%	-1.1%
Cc1cc(N2CCN(C3CCCCC3)CC2)n2nc(C)nc2n1	-0.2%	-2	4	·	0.2%	·	10%	2.2%	4%	-0.9%
CCc1ccc(Nc2nnc(SCC(=O)N(C)CC(=O)Nc3ccccc3CC)s2)cc1	0.3%[50 µM]	-18	-5	-1.4%	-9.2%	i	12%	14%	-5%	-1.1%
Cc1cccc(NC2=C(Cl)C(=O)OC2OC(=O)c2ccco2)c1 (stereo not drawn)	-0.6%	-20	-35	-0.4%	-6.8%	i	19%	1.1%	-5%	0.5%
CC(C)(C)NC(=O)NC(=O)COC(=O)c1cccc(S(=O)(=O)N2CCCCC2)c1	3.0%[50 µM]	7	-15	0.1%	-2.0%	i	10%	2.2%	-7%	3.8%
COc1cccc(N2CCN(C(=O)c3cc4c(OC)c(OC)c(OC)cc4[nH]3)CC2)c1	0.2%	·	·	-0.1%	·	·	5%	0.1%	-11%	·
N#Cc1ccccc1Cn1c(=O)n(Cc2ccc(C(=O)NCc3ccco3)cc2)c(=O)c2ccccc21	-0.7%[50 µM]	14	6	0.0%	-0.5%	i	9%	2.5%	1%	-0.1%
Other records:
SMILES	K1F lysis inhibition	WT yeast gro inh	WT yeast gro inh mutant strain	West Nile antiviral	XIAP displacement	Yfh1-off respiration	Large T inhibition	RSV antiviral HEp-2	NS5 inhibitors	CSM14.1 death rescue	others
CC1(C)Cc2ccccc2-c2nnc(SCC(=O)Nc3nc4ccccc4s3)n21	0.0%	10	40	-0.5%	-4.0%	i	4%	1.1%	-1%	-1.1%
O=C(NCc1ccccn1)C1CCN(S(=O)(=O)c2ccccc2)CC1	0.1%	-3	12	0.4%	-1.4%	i	67%	2.8%	-9%	-1.8%
C=CCNC(=S)/N=c1/ccccn1C	0.0%	·	·	0.4%	·	i	13%	-0.1%	-5%	·
COC(=O)c1ccc(NC(=O)CN2CCCC2)cc1	-0.4%	3	0	-0.2%	-6.8%	i	21%	0.5%	-5%	·
CCCS(=O)(=O)N1CCCC(C(=O)NCCc2ccccc2)C1 (stereo not drawn)	1.0%	·	·	0.0%	·	·	19%	1.2%	-5%	·
CCc1c(C)nc2c(-c3ccccc3)c(C)[nH]n2c1=O	-0.5%	·	·	-0.7%	·	·	10%	0.3%	4%	·
Clc1ccc(-n2nnnc2CN2CCOCC2)cc1	0.1%	12	3	0.5%	-3.4%	i	-2%	0.7%	-5%	-1.9%
COc1ccc(OC)c(C(=O)NC(CC(N)=O)c2ccc(NC(C)C)c([N+](=O)[O-])c2)c1 (stereo not drawn)	0.1%	·	·	-0.6%	·	·	10%	1.2%	-3%	·
CC(C)n1c(N2CCN(CC(=O)Nc3ccc4c(c3)OCCO4)CC2)nc2ccccc21	-0.1%	-13	-6	-0.2%	-4.2%	i	4%	1.2%	1%	-1.7%
Cc1ccc(Nc2nc(N)nc(CN3CCN(Cc4ccccc4)CC3)n2)cc1Cl	2.8%	·	·	-0.5%	·	i	14%	?	3%	·
CCSc1cnn(-c2ccccc2)c(=O)c1SCC	0.1%	-18	0	-0.4%	-1.7%	i	19%	-0.6%	-1%	-1.0%
Cn1c(NC(=O)c2ccc(F)cc2)nc2ccccc21	-1.2%	·	·	-1.1%	·	·	11%	4.1%	-2%	·
Cc1ccc(CN(C)C(=O)C2CCC(=O)N(CC3CCCCC3)C2)o1 (stereo not drawn)	1.6%[50 µM]	·	·	-0.6%	·	·	8%	1.7%	-7%	·
CCCCCCC(=O)N1C/C=C\C(c2ccc(OC)cc2)N(Cc2ccc(F)cc2)C(=O)C1 (stereo not drawn)	-0.2%	·	·	-0.6%	·	i	3%	2.4%	2%	·
COc1ccc(NC(=O)C(=O)Nc2cccc3cccnc23)cc1OC	0.9%	·	·	0.0%	·	·	6%	1.3%	-3%	·	NS5 inhibitors pilot replicate=-3.4
O=C1OCc2nc3cc4c(cc3c(-c3ccc(F)cc3)c21)OCO4	0.3%	·	·	0.1%	·	·	6%	0.6%	-4%	·
Cc1cc(C)c(NC(=O)c2sc3nc(C)[nH]c(=O)c3c2C)c(C)c1	·	-1	11	0.0%	-3.7%	i	9%	1.7%	·	-2.0%
COC(=O)C1CCN(C(=O)N2CCOCC2)CC1	-0.8%	14	6	-0.3%	-7.4%	i	-5%	1.1%	-6%	1.0%
CNc1nn(-c2cccc(Cl)c2)nc1N	0.1%	31	74	-0.1%	-19%	i	30µM*	16%	-8%	·
CN1CCC(=NNC(=O)CN(c2cccc(Cl)c2)S(C)(=O)=O)CC1	0.1%	-1	-12	·	-6.4%	i	3%	-1.2%	-2%	0.3%
Cc1nnc(SCC(=O)Nc2nnc(-c3ccccc3)o2)s1	0.4%[50 µM]	·	·	·	·	·	2%	0.8%	-4%	·
COc1ccc(-c2nnc(N)s2)cc1	-0.1%	-16	-51	0.1%	-4.0%	i	-1%	1.7%	-5%	-2.8%	NS5 inhibitors pilot replicate=1.5
COc1ccc(/C=N/NC(=O)c2ccc(CN3c4cccc5cccc(c45)S3(=O)=O)cc2)cc1	2.8%[50 µM]	-8	-32	-0.3%	-1.9%	i	17%	8.3%	-3%	-1.1%
COc1ccc(Cn2c(-c3ccc(C)cc3)c[n+]3ccccc23)cc1	0.3%	60*	17*	-0.3%	-1.3%	i	3%	8.8%	4%	-2.8%
Nc1nonc1C(=O)NCCNCc1ccccc1	0.2%	-8	-12	0.1%	-4.0%	i	1%	-1.0%	-1%	0.6%
The list goes on:
SMILES	K1F lysis inhibition	WT yeast gro inh	WT yeast gro inh mutant strain	West Nile antiviral	XIAP displacement	Yfh1-off respiration	Large T inhibition	RSV antiviral HEp-2	NS5 inhibitors	CSM14.1 death rescue	others
CCCCCC1CCC(C(=O)N2CCOCC2)CC1 (stereo not drawn)	5.8%	·	·	-0.8%	·	·	6%	2.1%	7%	·
CC(C)CNS(=O)(=O)c1ccc(CCC(=O)N2CCN(c3ccc(F)cc3)CC2)cc1	-0.2%	14	13	-1.4%	-9.2%	i	1%	5.7%	-12%	2.1%
O=C(COC(=O)/C=C/c1ccc(C(F)(F)F)cc1)NC1CC1	1.2%[50 µM]	·	·	·	·	·	-4%	0.0%	-3%	·
O=C(Nc1ccc2c(c1)Cc1ccccc1-2)c1ccc(Br)o1	0.4%	2	-11	-0.2%	0.9%	i	5%	5.2%	6%	-2.2%
CCN1CCN(C(=S)Nc2ccc(C(C)=O)cc2)CC1	-0.1%	19	12	1.9%	-8.4%	i	2%	-0.2%	0%	3.2%
COc1ccc(OC)c(Nc2cc(C)c3ccccc3n2)c1	-0.1%	·	·	?	·	·	7%	12%	-14%	·
NC(=O)CSc1nnc(-c2cccc(S(=O)(=O)N3CCOCC3)c2)n1C1CCCCCC1	0.3%	-7	-7	-0.1%	-2.5%	i	13%	1.0%	-6%	-1.0%
Cc1ccc2nc(/N=C(\N)NC(=O)N3c4ccccc4Sc4ccccc43)nc(C)c2c1	6.6%	-10	0	-0.6%	-2.3%	i	?	40%	-4%	-2.3%
CO/N=C/C(=N\Nc1ccccc1)C(=O)c1ccccc1	-0.3%	18	-3	0.0%	-4.6%	i	7%	2.4%	-2%	0.2%
CC1CCN(C(=O)c2ccc(CSc3ccc(Cl)cc3)cc2)CC1	-0.3%	75*	26*	-1.1%	-3.1%	i	13%	3.3%	-4%	-0.2%
Cc1cccc(C)c1NC(=O)C1C2C=CC(C2)C1C(=O)O (stereo not drawn)	-0.1%	·	·	-0.1%	·	·	4%	0.7%	-1%	·	NS5 inhibitors pilot replicate=1.2
Cc1ccc(NC(=O)NC2CCCCCCC2)c(C)c1	1.4%[50 µM]	·	·	-0.6%	·	·	11%	5.2%	-6%	·

Source: PubChem
